Source: PubChem (several laboratories)
Neddyl block – blocks human cullin neddylation. P61081+Q13564. TR-FRET cullin neddylation, biochemical. calls only at 25 µM. actives 0.58% (n = 360,000). AID 651699; in the data active = inhibition above about 36%
TbMetRS inhib – Trypanosoma brucei MetRS inhibition; actives 0.4% (n = 360,000); inhibition, % at 11.9 µM; purified T. brucei MetRS, ATP depletion, Kinase-Glo luminescence;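 active = inhibition above a per-plate cutoff of the control wells' mean inhibition plus 3 SD, cut at about 5.5% in these data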;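 note: 0% = DMSO wells median and 100% = median of wells with control inhibitor compound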
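assay system = parasite MetRS enzyme | timing = 15 min preincubation, 2 h reaction, all 25 °C | evaluation = percent inhibition relative to median high and low control wells | medium = HEPES buffer containing pyrophosphatase, BSA, spermine, DTT | compound = single dose, 11.9 µM final nominal, 0.9% final DMSO | detection = Kinase-Glo luminescence, ATP depletion format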
FAS-TE inh – inhibitors of human fatty acid synthase thioesterase domain. P49327. recombinant FAS-TE, OMFH fluorogenic substrate, fluorescence endpoint. inhibition, % at 15 µM. actives 0.67% (n = 360,000). AID 602261;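 active = compounds whose normalised, plate-corrected inhibition of enzyme fluorescence in the single-dose primary screen is 50% or more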;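 note: 0% = DMSO with enzyme and 100% = substrate without enzyme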
bovine MsrA act – activates bovine MsrA enzyme | activation, % at 10.6 µM | actives 0.3% (n = 360,000) | purified bovine MsrA, absorbance read-out | AID 602163; in the data active = activation above about 7.5%;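 note: 0% = vehicle and 100% = reference activator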
Rin1-Abl PPI inh – blocks binding of human Rin1 to Abl; TR-FRET Rin1/Abl binding, biochemical; actives 0.4% (n = 360,000); inhibition, % at 7.35 µM; P00519+Q13671; AID 588664; in the data active = inhibition above about 5%, passing the limit was not always enough
MsrA inh – inhibits bovine methionine sulfoxide reductase A; purified bovine MsrA, absorbance read-out; inhibition, % at 15.5 µM; actives 0.75% (n = 360,000); in the data active = inhibition above about 4.5%;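 note: 0% = vehicle wells with enzyme and 100% = reference inhibitor wells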
eLon inh – E. coli protease La inhibition. P0A9M0. purified E. coli Lon protease, fluorescence polarization. inhibition, % at 7.94 µM. actives 0.42% (n = 360,000); in the data active = inhibition above about 13%, passing the limit was not always enough;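 note: 0% = enzyme with probe and DMSO and 100% = no enzyme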
CSN inh – blocks human CSN-mediated cullin deneddylation; actives 0.38% (n = 360,000); Purified CSN, SCF-Nedd8-OG deneddylation, fluorescence polarization; Q92905; inhibition, % at 12.5 µM;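 active = pattern-corrected inhibition above about 35%, with an unprinted fluorescence ratio check between 0.5 and 1.5, limit read from the data, passing the limit was not always enough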;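 note: 0% = enzyme with substrate and 100% = substrate without enzyme; some results filed as inactive read as strong as hits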
Target sequence (Q92905 whole entry, looked up, one chain of several): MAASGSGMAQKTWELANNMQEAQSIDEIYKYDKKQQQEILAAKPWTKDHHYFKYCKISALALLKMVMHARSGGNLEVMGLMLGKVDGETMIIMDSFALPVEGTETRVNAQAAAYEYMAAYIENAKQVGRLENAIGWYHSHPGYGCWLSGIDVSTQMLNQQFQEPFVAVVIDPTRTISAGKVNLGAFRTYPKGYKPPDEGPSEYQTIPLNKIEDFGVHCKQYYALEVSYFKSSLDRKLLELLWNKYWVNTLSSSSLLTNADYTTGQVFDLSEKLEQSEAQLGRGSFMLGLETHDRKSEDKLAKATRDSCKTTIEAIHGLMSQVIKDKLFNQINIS
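assay system = purified human Csn5 enzyme expressed in HEK293T cells | amount = 0.24 nM enzyme | buffer or medium = Tris/NaCl/DTT buffer, pH 7.5 | reagent = 10 nM SCFSkp2-Nedd8OG | compound = one concentration, 12.5 µM, 0.25% DMSO | times = 90 min reaction at room temperature | signal = FP | read-out basis = % inhibition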
MLLE-PAM2 inh – blocks PAM2 peptide binding to the PABP1 MLLE domain; P11940; GST-MLLE / FITC-PAM2 fluorescence polarization; inhibition, % at 20 µM; actives 0.36% (n = 360,000); AID 588489; in the data active = inhibition above about 35%, passing the limit was not always enough;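 note: plate controls were DMSO wells with GST-MLLE for no effect and wells lacking GST-MLLE protein for full effect; some results filed as inactive read as strong as hits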
Target sequence (P11940 whole entry, looked up, the tested form may be a part): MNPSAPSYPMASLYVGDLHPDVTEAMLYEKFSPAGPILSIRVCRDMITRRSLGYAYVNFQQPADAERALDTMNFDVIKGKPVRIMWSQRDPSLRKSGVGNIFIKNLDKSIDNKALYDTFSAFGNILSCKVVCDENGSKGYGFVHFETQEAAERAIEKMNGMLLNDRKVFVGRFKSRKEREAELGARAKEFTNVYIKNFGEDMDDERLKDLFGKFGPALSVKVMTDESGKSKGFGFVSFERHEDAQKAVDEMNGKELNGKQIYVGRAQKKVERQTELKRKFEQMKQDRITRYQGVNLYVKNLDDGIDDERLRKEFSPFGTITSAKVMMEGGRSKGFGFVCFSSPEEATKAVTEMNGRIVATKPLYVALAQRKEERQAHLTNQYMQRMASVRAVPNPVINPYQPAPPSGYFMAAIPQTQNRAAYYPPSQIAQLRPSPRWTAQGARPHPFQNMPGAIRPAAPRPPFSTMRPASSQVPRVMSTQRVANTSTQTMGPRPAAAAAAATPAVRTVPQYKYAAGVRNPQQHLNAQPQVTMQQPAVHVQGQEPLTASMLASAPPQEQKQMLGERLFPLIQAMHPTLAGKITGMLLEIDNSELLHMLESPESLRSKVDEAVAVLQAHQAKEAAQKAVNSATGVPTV
An asterisk follows results filed as active; i = inactive; . = not tested or not shown. Compounds as they come. About 4% of those tested had a hit in this group.

SMILES | Neddyl block | TbMetRS inhib | FAS-TE inh | bovine MsrA act | Rin1-Abl PPI inh | MsrA inh | eLon inh | CSN inh | MLLE-PAM2 inh
C/C(=N\NC(=O)Cc1ccccc1)c1ccc(Br)s1 | i | -0.2 | -4 | -2 | -2 | 0.3 | -1 | 0 | 5
COc1ccc2cc(CCNC(=O)CC(C)(C)C)c(=O)[nH]c2c1 | i | -0.4 | -5 | -4 | -2 | 2.3 | -18 | 3 | 3
COc1cc(/C=C2\SC(=S)N(NC(=O)c3ccccc3O)C2=O)ccc1O | i | 4.3 | -2 | -2 | -2 | 1.8 | -126 | 50* | -152
O=C1CCCN1Cc1ccccc1 | i | -0.7 | 1 | 2 | 1 | -0.8 | 0 | 4 | -11
CC(C)OC(=O)CSc1nnc(Cc2ccccc2)n1C | i | -1.1 | -8 | -8 | 8.9* | 0.8 | -18 | -3 | -5
N#CC(C#N)C(c1ccsc1)c1c(-c2ccccc2)[nH][nH]c1=O (stereo not drawn) | i | -2.0 | 2 | -3 | -1 | -0.1 | -15 | 0 | 10
COc1cccc(C(=O)Nc2nnc(S(=O)(=O)N3CCCC3)s2)c1 | i | -0.5 | 0 | -4 | -9 | 3.0 | 0 | -1 | -32
COCCN(C(=O)COC(=O)C1(C)CC1(Cl)Cl)c1c(N)n(Cc2ccccc2)c(=O)[nH]c1=O (stereo not drawn) | i | -0.3 | -1 | -1 | -2 | -0.5 | -1 | 0 | -18
Cc1cc(C)cc(NC(=O)CSc2ccc(-c3ccccn3)nn2)c1 | i | -0.3 | -6 | -2 | -4 | 0.1 | -6 | 0 | -13
CCOC(=O)C1=NNC2C(=O)N(CC)C(=O)C12 (stereo not drawn) | i | -0.6 | -6 | -1 | 3 | -0.2 | 0 | -4 | 1
CN(c1ccccc1)c1cc(=O)[nH]c(=O)[nH]1 | i | -0.9 | -7 | -8 | 0 | 0.7 | 0 | 3 | 1
C=CCN1C(=O)C(CC(=O)Nc2ccccc2F)S/C1=N\c1nccs1 (stereo not drawn) | i | 0.0 | -7 | -3 | 2 | 0.8 | -7 | 4 | 7
CC1Cc2nc(SCC(=O)c3ccccc3)n(Cc3ccccc3)c(=O)c2S1 (stereo not drawn) | i | -0.6 | 25 | -2 | -2 | 1.2 | -1 | -5 | -3
COc1cc(-c2nc3cnccn3c2Nc2ccc3c(c2)OCCO3)ccc1O | i | -0.4 | -7 | -2 | 4 | 3.0 | -7 | -2 | 8
COC(=O)c1cn(NC(=O)c2cc(OC)cc(OC)c2)c(=O)c2ccccc12 | i | 0.2 | 10 | 2 | 4 | -0.1 | 6 | 2 | 5
CCCCc1c(O)nc(SCC(=O)N2CCOCC2)n(-c2ccc(C)cc2)c1=O | i | -0.1 | -10 | -5 | -1 | 2.9 | -1 | -3 | 22
COc1ccc(Cc2nnc(NC(=O)c3ccccc3Cl)s2)cc1OC | i | -0.4 | 0 | -3 | 0 | -0.2 | -6 | 0 | -1
CCOC(=O)c1c(NC(=O)COC(=O)c2cc(OC)c(OC)cc2[N+](=O)[O-])sc(C)c1C | i | 0.2 | 34 | -5 | 3 | -1.2 | -7 | 1 | 27
OC(c1cc(F)cc(Cl)c1)c1ncc(-c2ccc3ccccc3c2)[nH]1 (stereo not drawn) | i | 76* | 16 | 0 | 0 | 0.1 | 6 | 2 | -1
Cc1ccc(NC(=O)C2CCCN(S(=O)(=O)c3ccc4[nH]c(=O)ccc4c3)C2)nc1 (stereo not drawn) | i | 0.5 | -5 | -2 | 0 | 0.4 | -9 | 1 | 4
O=C(Nc1ccc2c(c1)CCC2)Nc1ccccc1Cl | i | 0.1 | 10 | -3 | 1 | -0.5 | -12 | 3 | 0
COc1ccc(NC(=S)N2CCN(S(C)(=O)=O)CC2)cc1 | i | -0.1 | -3 | -2 | 1 | -0.9 | -12 | 0 | -18
O=C1c2ccccc2COc2ccc(O)cc21 | i | 0.1 | -4 | -4 | -5 | 1.4 | 7 | 7 | 8
C1CC1Cc1noc(CN2CCN(C3C4CC5CC(C4)CC3C5)CC2)n1 (stereo not drawn) | i | -0.2 | -6 | -3 | 1 | -1.8 | 1 | -2 | -4
COC1(C2=NCCN2)COc2ccccc2O1 (stereo not drawn) | i | -0.9 | -3 | -5 | 1 | -1.6 | 2 | -2 | -4
CCc1sc(C(=O)Nc2cccc(C(C)=O)c2)cc1C | i | -1.0 | 9 | -7 | 1 | -0.8 | 3 | -3 | -4
Cc1cccc(N2CCc3c2nc2ccc(Br)cc2c3N)c1 | i | -0.3 | 32 | -4 | -1 | 0.2 | -13 | 8 | -12
COc1cc(C=C2C(=O)c3ccccc3C2=O)ccc1O | i | -1.4 | -5 | -11 | -2 | 0.6 | 3 | -1 | -3
COc1ccc(CN2CCN(C(=O)c3ccc(S(=O)(=O)NCc4ccco4)cc3)CC2)cc1 | i | -0.6 | -4 | -5 | 1 | 2.0 | -3 | 0 | 0
CN(C)C(C(=O)Nc1cc(Cl)cc(Cl)c1)c1ccccc1 (stereo not drawn) | i | -0.7 | 8 | -2 | 1 | 0.0 | -6 | -13 | -2
CCOc1ccc(C(=O)N(CC)CC(=O)Nc2ccc3c(c2)OCCO3)cc1OCC | i | -0.3 | -3 | -2 | 2 | -0.3 | -13 | -5 | 4
COc1cc(C(=O)N/N=C(\C)c2ccccn2)cc(OC)c1OC | i | 0.2 | -7 | -3 | -4 | 2.9 | -5 | 2 | 0
CC(C)(C)OC(=O)C[C@@H]1C/C=C\C[C@H](CC(=O)N(CCO)Cc2ccccc2)C(=O)N[C@H](C(C)(C)C)COC1=O | i | -0.4 | -3 | -6 | 0 | 0.4 | -7 | -2 | 1
CCCN(CCC)C(=O)CP(=O)(c1ccccc1)c1ccccc1 | i | -0.5 | -2 | -3 | -3 | 0.1 | -1 | 2 | 18
CN1C/C(=C/c2ccccc2[N+](=O)[O-])C(=O)/C(=C\c2ccccc2[N+](=O)[O-])C1 | i | 0.1 | -6 | 0 | 2 | 0.8 | 0 | -1 | 6
Cc1c(O[C@@H]2O[C@H](CO)[C@@H](O)[C@H](O)[C@H]2O)c(CO)c(O[C@@H]2O[C@H](CO)[C@@H](O)[C@H](O)[C@H]2O)c2c1O[C@@H](c1ccccc1)C[C@@H]2O | i | 0.9 | -5 | -4 | 3 | -0.1 | -11 | -1 | 0
COc1ccccc1N1C(=O)CSC1=NC(=O)c1ccccc1 | i | 0.4 | 0 | -3 | -1 | -0.6 | -8 | 1 | -12
COc1cccc(COCC(O)CN2CCC(C(N)=O)CC2)c1 (stereo not drawn) | i | -0.2 | 3 | -4 | 2 | -1.6 | -9 | 3 | 7
CCOC(=O)c1sc(NC(=O)c2sccc2C)cc1C | i | -1.7 | 14 | -4 | 5 | 4.2 | -4 | 3 | 12
CC(C)(C)OC(=O)N[C@@H](COCc1ccccc1)C(=O)N[C@@H](CO)[C@H](O)[C@@H]1C[C@@H]1C(=O)N1CCCC1 | i | -0.6 | -11 | -7 | 3 | -0.1 | 7 | -7 | -3
COCCSc1nnc(NC(=O)C2CC(=O)N(CCc3ccc(F)cc3)C2)s1 (stereo not drawn) | i | -0.7 | 2 | 1 | 1 | 2.0 | -4 | 3 | 2
CO/N=C(\c1nonc1N)N1CCN(c2ccc([N+](=O)[O-])cc2Cl)CC1 | i | 7.0* | 30 | -3 | -1 | -0.3 | -4 | -3 | -3
CSc1ncccc1C(=O)OCC(=O)c1cc(C)n(CC2CCCO2)c1C (stereo not drawn) | i | -0.3 | 10 | -3 | -1 | 0.3 | -5 | 2 | -3
CCc1nnc(NC(=O)Cc2ccc(OC)c(OC)c2)s1 | i | -0.4 | -10 | -3 | 0 | -0.6 | 8 | -5 | -20
CCOc1ccc(NC(=O)CN(C)C(=O)C2CCN(C(=O)c3ccc(Cl)cc3)CC2)cc1OCC | i | -0.6 | -11 | -13 | 0 | -0.5 | -10 | -2 | 4

Single entries from the entries so far:
COc1ccc(CN2CCN(C(=O)c3ccc(S(=O)(=O)NCc4ccco4)cc3)CC2)cc1 – MsrA inh = 2.0
Cc1cc(C)cc(NC(=O)CSc2ccc(-c3ccccn3)nn2)c1 – MsrA inh = 0.1
CC(C)(C)OC(=O)N[C@@H](COCc1ccccc1)C(=O)N[C@@H](CO)[C@H](O)[C@@H]1C[C@@H]1C(=O)N1CCCC1 – bovine MsrA act = -7
COc1ccc2cc(CCNC(=O)CC(C)(C)C)c(=O)[nH]c2c1 – MsrA inh = 2.3
CCOC(=O)C1=NNC2C(=O)N(CC)C(=O)C12 (stereo not drawn) – FAS-TE inh = -6

(listing goes on)
SMILES | Neddyl block | TbMetRS inhib | FAS-TE inh | bovine MsrA act | Rin1-Abl PPI inh | MsrA inh | eLon inh | CSN inh | MLLE-PAM2 inh
CCOC(=O)C1=C(C)NC(C)=C(C(=O)OCC)C1/C=C/c1ccccc1OC | . | -0.6 | 27 | 5 | 2 | 1.1 | -1 | 4 | 11
Cc1nc2cccc(C(=O)Oc3ccc([N+](=O)[O-])cc3)c2o1 | i | -0.5 | 7 | -7 | -4 | 1.4 | -1 | 8 | -20
CCN1CCN(Cc2coc3ccc(C)cc3c2=O)CC1 | i | -0.3 | -7 | -3 | 0 | -1.1 | -12 | 15 | -1
Cc1ccc(N(C(=O)CNC(=O)c2cccs2)C(C(=O)NC2CCCC2)c2ccncc2)cc1 (stereo not drawn) | i | -0.5 | -3 | -1 | -2 | -0.2 | 0 | -5 | -2
CCN(CC)c1ccc(N=Nc2ncn[nH]2)cc1 | i | -0.4 | -3 | -3 | -16 | 0.4 | -12 | 7 | -59
CC1(C)Oc2ccc3ccc(=O)oc3c2-c2cn[nH]c21 | i | 0.1 | -3 | 2 | -3 | 1.1 | 0 | -1 | -135
O=C1CN(C(=O)CSc2nnc(-c3ccccc3)n2Cc2ccc3c(c2)OCO3)c2ccccc2N1 | i | 1.2 | 7 | -1 | -1 | 0.1 | 0 | -5 | -129
Cc1ccc(S(=O)(=O)N2CCOCC2)cc1C(=O)OCC(=O)c1ccc(Br)cc1 | i | -0.5 | 30 | -6 | 3 | 1.6 | 1 | 3 | -4
COc1ccc(C(=O)COC(=O)CNC(=O)c2ccc(Cl)cc2Cl)c(OC)c1 | i | -0.4 | 2 | -3 | 0 | -0.2 | -8 | -1 | -3
O=C(CN1C(=O)c2ccccc2C1=O)NCC(=O)OCC(=O)c1ccc(Br)cc1 | i | -0.5 | 2 | -5 | -2 | 0.1 | -4 | 2 | -3
O=C(O)CCSc1nc2ccccc2s1 | i | 0.4 | -6 | -1 | 1 | 2.8 | 1 | -5 | -5
CS(=O)(=O)c1nc(S(=O)(=O)c2ccc(Cl)cc2)c(NCCN2CCOCC2)s1 | i | -0.2 | -3 | -4 | 0 | 1.0 | 13 | 5 | -16
O=S(=O)(NN=Cc1ccc(O)cc1O)c1cc(Cl)c(Cl)cc1Cl | i | -0.3 | 2 | -9 | 1 | 3.9 | -8 | -1 | 5
COc1ccc(NC(=O)CN(C)C(=O)c2cccc(S(=O)(=O)Nc3ccccc3Cl)c2)cc1 | i | -0.1 | -4 | -9 | 2 | -0.3 | -9 | -1 | -3
O=C(CSc1ncccn1)N/N=C/c1ccccc1[N+](=O)[O-] | i | 0.3 | -1 | -5 | 4 | 1.9 | -2 | -20 | 0

Structures listed so far marked active in Rin1-Abl PPI inh.
canonical_smiles	Neddyl block	TbMetRS inhib	bovine MsrA act	Rin1-Abl PPI inh	MsrA inh	eLon inh	CSN inh	MLLE-PAM2 inh
CC(C)OC(=O)CSc1nnc(Cc2ccccc2)n1C	i	-1.1	-8	8.9*	0.8	-18	-3	-5
